# GLP-1R inv ag: acts as inverse agonist at human GLP-1 receptor. P43220. HEK293 GLP-1R CRE-luciferase, luminescence, 24 h; GLP-1R form is constitutively active. Potency, µM (top dose mostly 38.3 µM), for inactives: at the top dose activity change, negative = inhibition, most hits filed as inhibitors. 410,000 compounds, 1.6% hits; note: potency is the fitted concentration of half-maximal effect; % is set by controls: 0 for no effect and ±100 for the full control effect; nearly all actives have a fitted effect of over 55% in size
# Target sequence (P43220 whole entry, looked up): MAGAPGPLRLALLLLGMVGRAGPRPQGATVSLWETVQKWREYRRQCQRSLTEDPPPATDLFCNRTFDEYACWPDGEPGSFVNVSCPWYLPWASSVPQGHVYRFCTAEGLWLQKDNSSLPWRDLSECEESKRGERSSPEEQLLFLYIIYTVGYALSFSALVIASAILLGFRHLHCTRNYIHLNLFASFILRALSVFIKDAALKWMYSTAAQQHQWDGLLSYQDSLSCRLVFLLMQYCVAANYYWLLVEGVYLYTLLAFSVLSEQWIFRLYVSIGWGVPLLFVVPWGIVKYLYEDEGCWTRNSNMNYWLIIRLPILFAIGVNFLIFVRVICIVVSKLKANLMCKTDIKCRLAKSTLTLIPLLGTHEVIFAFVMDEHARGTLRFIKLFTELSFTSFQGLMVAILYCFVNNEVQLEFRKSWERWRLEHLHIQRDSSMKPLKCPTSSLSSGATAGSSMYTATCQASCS
#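 Assay principle: reduced luminescence from a cAMP-responsive reporter in HEK293 cells co-expressing a constitutively active GLP-1R. Conditions: 24 hr compound incubation, 37 deg C, 5% CO2.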
# TDP-43 yeast inh: inhibitors of TDP-43 toxicity in yeast; 410,000 compounds, 1.8% hits; Potency, µM (doses to about 46.1 µM), inactives show top-dose growth rescue (activation), hits mostly activators; TDP-43 expressing yeast growth rescue, BacTiter-Glo, 24 h; AID 652104; note: potency is the fitted concentration of half-maximal effect; % of control where 0% means no effect; nearly all actives have a fitted effect of over 50% in size
#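 Luminescence from BacTiter-Glo reports growth of TDP-43-expressing yeast after 24 hr at 30 deg C with compound. Cells were raffinose-pregrown to mid-log, then seeded in galactose medium at OD600=0.02.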
# aSyn yeast inh: alpha-synuclein toxicity inhibition in yeast. Yeast expressing alpha-synuclein, growth rescue, BacTiter-Glo, 24 h. Potency, µM (top dose mostly 46.1 µM), for inactives: at the top dose growth rescue (activation), usual class: activators. AID 652106. 370,000 compounds, 0.14% hits; note: potency is the fitted concentration of half-maximal effect; % of control where 0% means no effect; nearly all actives have a fitted effect of over 65% in size
#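 Screening used galactose-induced yeast with toxic alpha-synuclein levels, exposed to compound for 24 hr at 30 deg C. Cell growth, read with BacTiter-Glo luminescence, gave the measured signal.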
# PTHR1 ag: agonists of human PTHR1 parathyroid hormone receptor. Q03431. HEK293 GP2 PTHR1 cells, GloSensor cAMP luminescence, 1 h. Potency, µM (titrated, usually from 115 µM), without a hit: at the top dose activation, most hits filed as activators. 410,000 compounds, 0.075% hits. AID 743266; note: potency is the fitted concentration of half-maximal effect; nearly all actives have a fitted effect of over 55% in size; some results filed as inactive show a strong effect at the top dose; inactives centre near -15; many of its hits are not listed in these tables
# Target sequence (Q03431 whole entry, looked up): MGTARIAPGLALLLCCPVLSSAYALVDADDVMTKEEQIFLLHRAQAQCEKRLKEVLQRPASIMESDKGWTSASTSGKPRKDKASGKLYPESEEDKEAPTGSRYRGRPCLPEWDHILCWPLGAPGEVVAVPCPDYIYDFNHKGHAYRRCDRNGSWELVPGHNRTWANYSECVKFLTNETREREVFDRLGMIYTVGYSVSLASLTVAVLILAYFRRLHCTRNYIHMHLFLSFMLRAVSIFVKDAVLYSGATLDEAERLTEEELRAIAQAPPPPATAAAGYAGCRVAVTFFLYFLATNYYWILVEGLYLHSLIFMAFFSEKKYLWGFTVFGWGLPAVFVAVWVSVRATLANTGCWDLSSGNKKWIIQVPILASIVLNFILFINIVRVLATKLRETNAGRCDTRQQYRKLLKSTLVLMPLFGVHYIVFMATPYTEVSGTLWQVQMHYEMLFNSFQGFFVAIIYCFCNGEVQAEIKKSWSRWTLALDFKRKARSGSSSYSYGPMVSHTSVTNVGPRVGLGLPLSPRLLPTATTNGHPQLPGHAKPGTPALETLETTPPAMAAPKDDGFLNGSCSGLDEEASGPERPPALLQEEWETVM
#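 HEK-293-derived GP2 cells expressing PTHR1 and a GloSensor cAMP reporter, 3,000/well, plated overnight, given luciferin plus IBMX (each 0.5 mM as added) for 1 h at 37 °C, then compound for 1 h at 37 °C. Luminescence was read after 15 min at room temperature.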
# GLP1R cytotox: cytotoxic in the GLP-1 receptor inverse agonist counter-screen; HEK293 cAMP-luciferase reporter cells, luminescence, 24 h; Potency, µM (highest dose often 38.3 µM), without a hit: at the top dose activity change, negative = inhibition, usual class: inhibitors; 410,000 compounds, 0.13% hits; AID 624418;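 note: loss of luciferase light is scored as toxicity; potency is the fitted concentration of half-maximal effect; % is set by controls: 0 for no effect and ±100 for the full control effect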
#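 Step one: seed cells (200 cells/uL, DMEM with 10% Nu serum, 1% pen-strep). Step two: 12-hour incubation at 37 deg C. Step three: pin 23 nL compound, incubate 24 hr. Step four: add luciferase reagent, read luminescence 12 min later.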
# Abeta rescue: compounds reversing amyloid beta toxicity in yeast. yeast expressing A-beta42, growth rescue, OD600, 48 h; response scale: 0% DMSO, 100% iron-clioquinol control. Potency, µM (doses to about 46.1 µM), inactives show at the top dose growth rescue, hits mostly activators. 410,000 compounds, 0.063% hits. AID 1347071; note: potency is the fitted concentration of half-maximal effect; nearly all actives have a fitted effect of over 55% in size
#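 Yeast growth medium received pinned compounds, then yeast cells expressing toxic A-beta were added; plates incubated at 30 C for 48 hr. Growth read as absorbance at 600 nm, normalized to DMSO and equimolar FeCl3 plus clioquinol controls.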
# Akt phos inh: Akt phosphorylation inhibition | Neuro2A IGF-stimulated pAkt S473 HTRF, 20 min; active compounds read low | activity change, % for hits at 50 µM | 360,000 compounds, 0.32% hits | AID 651550; in the data active = activity change below about -80%; inconclusive = mostly about -51% to -80%; note: % is set by controls: 0 for no effect and ±100 for the full control effect
#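 Neuro2A cells in DMEM with 0.5% FBS, overnight at 37 deg C, given compound at single 50 µM final, then IGF (6 nM final) for 20 min at 37 deg C. Lysed; phospho-Akt Ser473 by HTRF after 24 h, 665/615 ratio.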
# MmCpn inh: inhibitors of Methanococcus maripaludis chaperonin (MmCpn) | purified Mm-Cpn ATPase, ADP Transcreener TR-FRET | Potency, µM (titrated, usually from 76.9 µM), inactives show at the top dose activity, negative = inhibition, most hits filed as inhibitors | 330,000 compounds, 0.031% hits | AID 504842; note: potency is the fitted concentration of half-maximal effect; % is set by controls: 0 for no effect and ±100 for the full control effect; nearly all actives have a fitted effect of over 80% in size
#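 Reaction buffer contained 30 mM Tris pH 7.4, 100 mM KCl, 5 mM MgCl2 and 1 mM DTT. Mm-CPN (25 nM final) hydrolysed 10 uM ATP over 30 min at 37°C; ADP was read by HTRF.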
# FUS suppressor: rescues growth of FUS-expressing yeast; S. cerevisiae FUS-expressing, growth rescue, OD600, 24 h; Potency, µM (highest dose often 76.6 µM), inactives show top-dose growth rescue (activation), most hits filed as activators; 390,000 compounds, 0.24% hits; AID 1347120;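 note: potency is the fitted concentration of half-maximal effect; plate controls were DMSO vehicle for no effect and reference control for full effect; nearly all actives have a fitted effect of over 55% in size; some results filed as inactive show a strong effect at the top dose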
#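 Compound concentration series was pinned onto galactose-induced FUS-expressing yeast seeded at OD 0.005. Plates sat 24hr at 30C; absorbance at 600 nm gave growth. DMSO served as background control.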
# Starred values were filed as active, the others as inactive; i = inactive; ? = inconclusive; · = no result given; & = joins results of further samples; [ ] = another dose, or the depositor's remark. Unless noted, calls come from the whole dose curve; as a rule, active = well fitted curve in the direction sought with a large enough effect; inconclusive = small, poorly fitted or top-dose-only effect, or another doubt; inactive = no such curve, though single readings can be large; an effect the other way counts as inactive or inconclusive. Some of the compounds tested; the hit share may differ from the screen's.
SMILES,GLP-1R inv ag,TDP-43 yeast inh,aSyn yeast inh,PTHR1 ag,GLP1R cytotox,Abeta rescue,Akt phos inh,MmCpn inh,FUS suppressor
O=C(NCCc1ccco1)C(=O)NCC1OCCCN1S(=O)(=O)c1cc(F)ccc1F (stereo not drawn),-1%,17%,-4%,i,13%,14%,i,?,19%
C[C@@]12C(=O)Nc3ccc(Br)cc3C(=O)N1[C@H]1c3ccccc3OC[C@@H]1[C@@H]2c1ccccc1,?,?,4%,i,11%,?,i,-16%,?
COc1ccc(C(=O)C/C(=C\C(=O)c2ccc(C)cc2)c2ccccc2)cc1,4.5µM*,0%,-7%,i,1%,22%,i,-1%,25%
COc1cccc(N2C(=O)CC(N3CCN(C(=O)c4ccco4)CC3)C2=O)c1 (stereo not drawn),6%,4%,2%,i,-13%,5%,i,1%,8%
COc1ccccc1NC(=O)c1ccccc1NS(C)(=O)=O,4%,-15%,-27%,-28%[57.5 µM],-4%,-19%,i,-1%,-9%
CCN(CC)CCNC(=O)c1cc2c(-c3cccc(OC)c3)nn(C)c2s1,?,-12%&12%,-5%,-14%,-26%&-15%,-5%&-8%,i,-2%,15%&27%
COCCN1C(=O)c2ccc(C(=O)Nc3nccs3)cc2C1=O,25%,-9%,-9%,i,0%,7%,i,0%,13%
COc1cc(O)c(C(CCN2CCOCC2)c2ccc(N(C)C)cc2)c(OC)c1 (stereo not drawn),-7%,4%,0%,-10%,-14%,6%,i,0%,-8%
CC(=O)C1=C(O)C(=O)N(Cc2ccccc2)C1c1ccc(Cl)cc1 (stereo not drawn),8%,-9%,1%,-16%,-6%,-14%,i,0%,-3%
COC(=O)c1cc2c(ccn2-c2ccc(F)cc2)n1CC(=O)C(C)(C)C,?,7%,2%,i,-9%,-6%,i,2%,-7%
Cc1csc(NC(=O)C2CCCN(S(=O)(=O)c3ccc4c(c3)oc(=O)n4C)C2)n1 (stereo not drawn),2%,0%,4%,-15%,5%,14%,i,1%,-1%
S=c1[nH]nc(COc2ccccc2)n1/N=C/c1cccc(Br)c1,-10%,10%,21%,-10%,-3%,-9%,i,2%,-6%
COc1ccc(C2=NS(=O)(=O)N(C)C(C(=O)Nc3ccc(C(C)=O)cc3)=C2)cc1OC,-21%,5%,7%,-35%[inhibitor],-11%,6%,i,-5%,-8%
Cc1cc(C)cc(OCc2ccc(C(=O)N3N=C(C(F)F)CC3(O)C(F)F)o2)c1 (stereo not drawn),?,1%,10%,-22%,-6%,30%,i,0%,·
COCCn1cnc2c1c(=O)n(Cc1ccccc1C#N)c(=O)n2Cc1ccccc1,8%,7%,5%,-2%,-1%,17%,i,0%,19%
CC(C(=O)Nc1ncccn1)(c1ccccc1)c1ccccc1,12%[7.66 µM],2%[9.22 µM],1%,i,4%[7.66 µM],2%,i,-3%,12%
COc1ccccc1NC(=O)C1=C(C)NC(=O)NC1c1ccccc1F (stereo not drawn),-3%,18%,-1%,-11%,-3%,5%,i,0%,-8%
CC(C)(C)c1ccc(C(=O)Nc2ccc(F)cc2)s1,?,6%,-9%,-20%,-10%,8%,i,-23%,-3%
CC1Sc2ccc(S(=O)(=O)N3CCC(C(=O)N(C)Cc4ccco4)CC3)cc2NC1=O (stereo not drawn),0%,0%,1%,-13%,1%,-2%,i,3%,-7%
CCOC(=O)c1c(Oc2ccc(C(C)=O)cc2)nnc(-c2ccccc2)c1-c1ccccc1,?,-2%,·,-37%[inhibitor],-17%,1%,·,·,?
CC(=O)N(C1=C(O)c2ccccc2C(=O)C1=O)C1CCCCC1,4%,-12%,1%,-47%[inhibitor][57.5 µM],-15%,-4%,i,-3%,16%
O=C(CN(C(=O)CCC(=O)Nc1ccccn1)c1cccc(F)c1)NCc1ccco1,-18%,-12%,0%,i,-5%,1%,i,0%,7%
O=C(Nc1ccc2c(c1)OCO2)c1ccc2c(c1)OCO2,?,-8%,-12%,-18%,-20%,1%,i,-2%,·
Cc1cc(C)cc(NC(=O)COC(=O)c2cc(=O)[nH]c(=O)[nH]2)c1,4%,24%,2%,i,1%,4%,i,-6%,21%
C[C@@H]1CC=C[C@H]2[C@H]1C(=O)N(Cc1ccccc1)[C@H]2c1ccc(-c2ccc(N(C)C)cc2)cc1F,7.9µM*,-4%,4%,i,3%,9%,i,-18%,?

# A few values from the results shown:
# `Cc1cc(C)cc(NC(=O)COC(=O)c2cc(=O)[nH]c(=O)[nH]2)c1` in MmCpn inh has -6%
# `S=c1[nH]nc(COc2ccccc2)n1/N=C/c1cccc(Br)c1` in Abeta rescue has -9%

# Continuation:
SMILES,GLP-1R inv ag,TDP-43 yeast inh,aSyn yeast inh,PTHR1 ag,GLP1R cytotox,Abeta rescue,Akt phos inh,MmCpn inh,FUS suppressor
Cc1ccnn1CCC(=O)N1CCCC(N2CCN(c3cccc(Cl)c3)CC2)C1 (stereo not drawn),?,8%,0%,-18%,-19%,3%,i,1%,6%
Cc1ccc(-n2ncc(C(=O)NCCN3CCOCC3)c2C2CCN(C(=O)OC(C)(C)C)CC2)c(C)c1,2%,-1%,·,i,16%,0%,·,·,9%
COc1ccc(CNC(=O)c2cccc(NC(=O)N3CCSc4ncccc43)c2)cc1,2%,10%,·,-21%,3%,-4%,·,·,3%
COc1ccc(OCCCn2c(C3CC(=O)N(c4ccc(F)cc4)C3)nc3ccccc32)cc1 (stereo not drawn),?,28%,·,-51%[inhibitor],-11%,-25%,·,·,29%
COC(=O)C1=C(C)N(CCCC(=O)O)C(=O)NC1c1ccc(C#N)cc1 (stereo not drawn),-16%,-8%,1%,22%,-14%,-13%,i,·,-28%
O=C(COc1ccccc1Cl)OCC(=O)N1CCN(S(=O)(=O)c2ccccc2)CC1,7%,-4%,-7%,-17%,2%,-12%,i,-2%,13%
COC(=O)c1cc(NS(=O)(=O)c2ccc3c(c2)c(=O)n(C)c(=O)n3C)cc(C(=O)OC)c1,10%,3%,-5%,i,2%,13%,i,-1%,-4%
CCOc1ccc(N/C=C/C(=O)c2ccc3ccccc3c2)c([N+](=O)[O-])c1,4%,-11%,-4%,-12%[57.5 µM],-14%,-7%,·,-1%,1%
CC(CO)(CO)NCc1ccc(-c2ccccc2)cc1,?,9%,2%,i,-1%,-4%,i,0%,·
Cn1c(CN2CCOCC2)nnc1SCC(=O)NC1CCCCC1,48%[activator],0%,-1%,i,27%,31%,i,-2%,16%
COc1ccc(-c2ccc3c(c2)C2CC3CCN2C(=O)OCc2ccccc2)cc1 (stereo not drawn),?,7%,2%,i,-22%,-2%,i,·,1%
CC(C)(C)c1ccc(S(=O)(=O)NC(=O)C2(C)CCN2C(=O)C2(c3ccccc3)CC2)cc1 (stereo not drawn),-20%,18µM*,7%,-5%,5%,-14%,i,·,23%
COc1ccc2nc(NC(=O)CSc3nc4cccnc4n3C)sc2c1,21%,-11%,-11%,-8%[57.5 µM],1%,-20%,i,-4%,27%
CC1CCN(c2nc3ccc(C(=O)N4CCN(c5ccccc5)CC4)cc3s2)CC1,-2%,0%,·,-30%,6%,-5%,·,·,28%
Cc1ccc(NC(=O)c2cccc(N3C(=O)C4C5C=CC(C5)C4C3=O)c2)cc1C (stereo not drawn),?,15%,16%,-25%,-3%,4%,i,0%,9%
CC(Cc1n[nH]c(=S)o1)c1ccccc1 (stereo not drawn),2%,?,-18%,i,-20%,-75%[inhibitor],i,1%,28%
O=C(Nc1nc(OCC(F)(F)F)cnc1/C=C\c1ccccc1)c1ccsc1,?,4%,-11%,-30%,1%,-21%,·,·,-6%
Cc1cc2cc(CNS(=O)(=O)c3ccc4ccccc4c3)ccc2n1C,?,3%,15%,-7%,?,8%,i,?,13%
COc1ccc(/C=N/NC(=O)c2cc3c(ccc4ccccc43)o2)cc1OC,1%,-14%,-5%,-7%,27%,-2%,i,-11%,30%
CCOC(=O)c1c(NC(=S)SC)sc(C(=O)N2CCc3ccccc3C2)c1C,3%,5%,8%,-16%,-9%,4%,i,·,-29%
CC(C)Oc1nc(-c2ccccc2O)nc2ccccc12,10%,-10%,-4%,27%,12%,10%,i,-2%,-1%
CCOc1ccc2c(c1)C(c1cccs1)=NNC(c1cccnc1)=N2,-19%,-26%,7%,-10%,7%,-32%[inhibitor],i,0%,20%
O=C(CSCc1nc2ccccc2[nH]1)N1CCN(c2cccc(Cl)c2)CC1,-14%,-7%,0%,i,-3%,9%,i,0%,27%
Cc1nc(C)c(-c2csc(Nc3ncccc3C)n2)s1,18%,19%,-1%,-34%,-6%,-8%,i,-8%,19%
CCN(CC)c1ccc(NC(=O)C2=CCN(S(=O)(=O)c3ccc(F)cc3)CC2)c(C)c1,?,8%,-15%,i,0%,-13%,i,-1%,-14%
CC(C)CCn1c(/C=C/c2ccccc2)nc2ccccc21,?,14µM*,·,i,14%,-11%,·,·,12%
COc1ccc(CCNC(=O)C(=O)NCC(c2ccco2)S(=O)(=O)c2ccccc2)cc1 (stereo not drawn),14%,-1%,·,-41%,3%,-22%,·,·,6%
O=C(CCC(=O)c1ccc(F)cc1)NC1CCCN(Cc2ccccc2F)C1 (stereo not drawn),-27%,13%,-17%,-4%,5%,-22%,i,1%,-3%
C=CCn1cc(C(=O)NCCOC)c(=O)c2cc(S(=O)(=O)N3CCCCCC3)ccc21,4%,10%,-4%,i,-4%,-3%,·,2%,26%

# Bioassay records deposited in PubChem by National Center for Advancing Translational Sciences (NCATS).
